# Htt clearance: compounds clearing mutant huntingtin protein | HeLa Exon1htt(103Q)mCFP, aggregate imaging; zero = plate's median compound well | inhibition, % at 1.5 µM | 47,000 tested, 0.42% active | AID 853;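 active = inhibition of aggregate fluorescence above about 70%, also judged a hit by eye on the cell image, limit read from the data, passing the limit was not always enough; inconclusive = no rule stated for this call; inactive = not judged a hit on image review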;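 also: cells exposed to compound for three days before fixation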
# Htt clearance grain fraction: recorded beside Htt clearance, whose call it bears; fraction fluorescence in grains; measured here: aggregate grain fluorescence fraction; active compounds read low;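 scaled fraction of total cell fluorescence in grains with unit not stated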
# * marks the source's active call; other numbers are inactive results; u = inconclusive; x = no result given. The list is partial. The share of hits here may be higher or lower than overall.
SMILES,Htt clearance,Htt clearance grain fraction
COC(=O)c1ccc(CSc2ncn[nH]2)o1,3,36
O=C(Nc1ccc2sc3ccccc3c(=O)c2c1)c1ccccc1Cl,-13,24
O=C(Cc1ccccc1)NCC(=O)N1CCCCCC1,16,20
COc1ccc(CNC(=O)C2COc3ccccc3O2)cc1 (stereo unspecified),-19,21
COc1cccc(NC(=O)N(CCCN2CCOCC2)C(C)c2cc3cccc(OC)c3o2)c1 (stereo unspecified),-14,21
COC(=O)c1[nH]c(C)c(/C(O)=C2\C(=O)C(=O)N(CCCN3CCOCC3)C2c2ccccn2)c1C (stereo unspecified),28,14
COC(=O)c1ccc(Oc2nc(N3CCCCC3)nc(N3CCOCC3)n2)cc1,-70,30
Cc1cccc(C(=O)NC2CCN(C(=O)N3CCOCC3)CC2)c1,10,36
O=C1C2CCCN2C(c2ccccc2F)N1c1ccc(F)cc1 (stereo unspecified),-7,37
CCOC(=O)c1ccccc1NC(=O)c1cc2sccc2n1C,68,5.7
O=C(O)CN1CCNCC1,34,25
Cn1c(SCC(=O)c2cc3ccccc3o2)nnc1-c1ccccc1,-165,89
Cc1cnc(C(=O)OCC(=O)N(C(C)C)C(C)C)cn1,-18,47
COc1cccc(OCc2nc3ncc(Br)cc3[nH]2)c1,-5,39
O=C(c1cccnc1)N1CCN(C(=O)c2cccs2)CC1,u,x
CCn1nc(NC(=O)c2cccnc2)c2cc3cccc(C)c3nc21,u,x
COC(=O)C1=C(C)NC(=O)NC1c1ccsc1 (stereo unspecified),-46,52
CC(C)Oc1ccc(/C(O)=C2/C(=O)C(=O)N(CCN3CCOCC3)C2c2ccccc2)cc1 (stereo unspecified),-28,57
O=C(OCC#CCSc1nc2ccccc2s1)c1ccco1,-7,23
Cn1c(=O)c2c(nc(NCc3ccccc3)n2CC(=O)NCc2ccccc2)n(C)c1=O,-28,24
COc1ccc(C2=NOC(C(=O)Nc3ccc(C)cc3)C2)cc1OC (stereo unspecified),-3,18
CCNS(=O)(=O)c1ccc(NC(=O)c2ccccc2OCC)cc1,-29,27
O=C1NC2(CCCCC2)Oc2ccccc21,-109,76
O=C(CCC(=O)c1cccs1)NCc1ccccc1,-41,26
CCCn1c(SCC(=O)c2ccc3c(c2)OCCO3)nnc1-c1ccco1,-17,24
CC1CCCN(C(=O)C2CCN(CC(C)c3ccccc3)CC2)C1 (stereo unspecified),-18,23
Cc1ccc(SCc2nc3ccccc3n2CC(=O)Nc2ccccc2)cc1,-9,34
CN1C=CC2=C(C#N)C(N)C(C#N)(C#N)C(c3ccccc3)C2C1 (stereo unspecified),-69,33
COc1ccc(S(=O)(=O)n2nc(OC(=O)c3ccco3)cc2N)cc1,-35,28
CCOC(=O)CSc1nnc(-c2ccoc2C)n1-c1ccc(OCC)cc1,16,33
CCc1[nH]nc2c1C(c1cccc(OC(=O)N3CCOCC3)c1)C(C#N)=C(N)O2 (stereo unspecified),8,18
CC1CCN(CCNC(=O)CN(C)S(=O)(=O)c2cccc3nsnc23)CC1,-65,73
COc1ccccc1NC(=O)CSc1nc2sc(C)c(C)c2c(=O)n1Cc1ccco1,-66,72
Cc1ccc(N(C(=O)c2ccc(Br)o2)C2C=CS(=O)(=O)C2)cc1 (stereo unspecified),55,20
O=C(Cn1nnc2c(cnn2-c2ccc(F)cc2)c1=O)c1ccccc1F,-62,27
COc1ccc(-c2nnc(NC(=O)C3CCCO3)s2)cc1 (stereo unspecified),-46,59
CCOC(=O)/C=c1\sc2n(c1=O)CCN=2,1,40
O=C1CCCC/C1=C\Nc1ccc(Cl)cn1,9,17
O=C(NCc1ccc(F)cc1)c1cc2sccc2n1Cc1ccc(F)cc1,47,10
c1ccc(Cn2c(NCc3ccco3)nc3ccccc32)cc1,-32,45
Oc1ccc(CN2CCN(Cc3ccccc3)CC2)c2cccnc12,35,20
O=C(Cc1c(O)c2ccccc2[nH]c1=O)NCc1ccc(F)cc1,49,10
COc1cccc(C(=O)NCc2n[nH]c(=S)n2-c2cccc(C)c2)c1,-14,39
O=C(Cn1cnc2ccccc2c1=O)OCC(=O)c1ccc2c(c1)OCCO2,-6,37
CCOC(=O)c1nn(-c2ccc(F)cc2)c2nc(CC(C)C)c(C#N)c(=O)n12,35,12
Cc1cnnn1-c1ccc(C(=O)CCl)cc1,-31,53
CC1CN(C(=O)CCc2ccccc2)C(C)CN1C(=O)CCc1ccccc1 (stereo unspecified),-12,49
CNC(=O)Nc1cccc(C(F)(F)F)c1,30,13
CCCOc1cc(C)c(S(=O)(=O)N2CCN(C)CC2)cc1C,48,9
O=C(CC1Nc2ccccc2NC1=O)c1ccccc1 (stereo unspecified),-64,60
# (more compounds)
SMILES,Htt clearance,Htt clearance grain fraction
CCOC(=O)c1c(NC(=O)c2ccc(C)cc2)sc2c1CC(C)(C)OC2,27,20
O=C1CCN(Cc2nnnn2CC2CCCO2)c2ccccc2N1 (stereo unspecified),-20,44
FC(F)(F)c1cc(-c2ccco2)nc(N2CCOCC2)n1,-4,20
CCCCn1c(CN2C(=O)c3ccccc3C2=O)nc2ccccc2c1=O,-25,28
COC(=O)c1c(NC(=O)Cc2cccs2)sc2c1CCCC2,-15,40
COCc1nnc(NC(=O)c2ccco2)s1,43,9.9
CCOC(=O)C1CCN(c2c(NCCCN(CC)Cc3ccccc3)c(=O)c2=O)CC1,11,16
CC1(C)Oc2nc3ccccc3n2/C1=C\C#N,34,13
Cn1c(=O)c2c(SCC(=O)N3CCOCC3)nc(CC(C)(C)C)nc2n(C)c1=O,-7,56
COc1ccc(S(=O)(=O)N2N=C(C)Oc3ccccc3C2=O)cc1,-179,105
Cn1c(CNc2nc(-c3ccccc3)cs2)nnc1SCC(=O)N1CCc2ccccc21,9,17
Cc1ccc(-c2nnn(CC(=O)N(Cc3ccco3)C(C(=O)NC(C)(C)C)c3cccs3)n2)o1 (stereo unspecified),68,6.2
CCCCCC(=O)OC(CN1CCCCC1)CN1CCCC1=O (stereo unspecified),-42,29
CCCc1nc2scc(-c3ccc(C)cc3)c2c(=O)n1N,24,18
CCCCCC(=O)Nc1cccc(-c2nc3ncccc3o2)c1,-16,41
O=C1c2ccsc2SCCN1Cc1ccc(Cl)cc1Cl,-7,40
Cc1cc(C)nc(NC(=O)c2c(-c3ccccc3Cl)noc2C)n1,-85,37
COc1ccc2oc(C(F)(F)C(F)(F)F)cc(=O)c2c1,10,38
CC(C)c1ccccc1OCC(=O)NCC(c1cccs1)N1CCOCC1 (stereo unspecified),-13,42
CC1(C)CC(CC(=O)O)(c2ccccc2)CCO1 (stereo unspecified),28,15
CCC(=O)N/C(N)=N/c1nc(C)c2cc(OC)ccc2n1,9,18
O=C(CN1C(=O)CCS(=O)(=O)c2ccccc21)NCc1ccc(F)cc1,-4,20
CN(CCNC(=O)C1CCN(S(=O)(=O)c2cnc[nH]2)CC1)Cc1ccccc1,25,28
Cc1cnc(C(=O)Nc2ccc(-n3cnnn3)cc2)cn1,37,12
COc1cccc(C(=O)Nc2nc(-c3ccc4c(c3)OCO4)cs2)c1,-88,88
Cc1nn(-c2ccccc2C(=O)O)c(=O)c2ccccc12,-12,22
COc1ccc(CCNC(=O)c2cc(-c3ccc(C)cc3O)n[nH]2)cc1OC,-135,38
Cc1nc2ccccn2c1/C(O)=C1\C(=O)C(=O)N(CCN2CCOCC2)C1c1ccncc1 (stereo unspecified),41,12
CCCCCc1c(C)nc(SCC(=O)O)[nH]c1=O,-10,21
N#CNC1=NCN(Cc2ccccc2)CN1,-9,46
CC(OC(=O)C1CCN(S(=O)(=O)c2ccccc2)CC1)C(=O)Nc1ncc(Cl)cc1Cl (stereo unspecified),4,42
CCCNc1nc2c(c(=O)n(C)c(=O)n2C)n1Cc1ccc(F)cc1,42,24
S=c1nccc(-c2cc(Cl)sc2Cl)[nH]1,7,35
CCC(Cc1ccccc1)NC(=O)CN(C)S(=O)(=O)c1ccc2c(c1)c(=O)n(C)c(=O)n2C (stereo unspecified),8,43
CCOC(=O)C1C(=O)C=C(c2cccc(NS(C)(=O)=O)c2)CC1c1ccco1 (stereo unspecified),6,18
C=CCn1c(COc2ccc(CC)cc2)nnc1SCC(=O)N(C)C1CCS(=O)(=O)C1 (stereo unspecified),4,35
Cn1cccc1Cc1nnc(SCC(N)=O)n1-c1ccc(F)cc1,-3,33
Cc1ccsc1-c1nc(CSCC(=O)NCCN2CCCC2)c(C)o1,-96,72
COc1ccc(N2CCN(C(c3ccccc3OC)c3nnnn3Cc3ccco3)CC2)cc1 (stereo unspecified),-90,74
CC(=O)c1c(C)[nH]c(C(=O)Nc2ccc(C)c(C)c2)c1C,12,28
COc1ccc(CNC(=O)C2CCCN2S(=O)(=O)c2ccc(C)cc2)cc1 (stereo unspecified),-59,48
O=C(CSc1nnc(NC(=O)C2CCC2)s1)NC1CC1,-1,18
O=C(O)CCC(=O)Nc1ccc(C(=O)N2CCCCC2)cc1,-14,41
Cn1c(=O)c2c(nc(CN3CCN(Cc4ccccc4)CC3)n2CCN2CCOCC2)n(C)c1=O,12,33
COCCCNC(=O)CCc1nc(-c2ccccc2)no1,-50,55
N#Cc1c(N)nc(SCc2ccccc2)c(C#N)c1-c1ccco1,0,33
Cc1ccccc1Oc1ccc(-c2nc(N)nc(N)n2)cc1,4,38
Cc1cc(NC(=O)CSc2cn(CCNC(=O)c3ccc(F)cc3)c3ccccc23)no1,4,37
OC(C#Cc1ccccn1)c1cccs1 (stereo unspecified),-32,50
CNC(=O)COc1ncnc2sc(C)c(C)c12,25,32
# Additional structures:
SMILES,Htt clearance,Htt clearance grain fraction
O=C(Nc1ccccc1C(=O)NCCc1ccccc1)c1ccco1,-41,56
CCN=C1SC(CC(=O)Nc2ccccc2)C(=O)N1CC (stereo unspecified),37,13
O=C(O)CCSc1nnc(-c2ccc3c(c2)OCO3)o1,18,18
O=c1nc(-c2ccccc2)cn[nH]1,-70,69
O=C(O)C1C2C=CC3(CN(C4CCCC4)C(=O)C13)O2 (stereo unspecified),-12,37
CCn1ncc(Br)c1C(=O)Nc1nccs1,12,16
CCOC(=O)c1cnn(Cc2ccccc2)c1N,39,11
CCOC(=O)C1CCN(C(=O)c2cn(C)c(=O)c3cc(OC)c(OC)cc23)CC1,44,9.2
CC1Cc2ccccc2N1Cc1nc2cc(C(F)(F)F)ccc2c(=O)[nH]1 (stereo unspecified),51,20
O=C(Nc1ccc2c(c1)OCCO2)C1CCN(S(=O)(=O)Cc2ccccc2)CC1,-10,39
CN1C(=O)NC(NC(=O)c2cccs2)(C(F)(F)F)C1=O (stereo unspecified),39,19
COc1nc(OCC#N)nc(N(C)C)n1,45,23
O=C(Nc1ccc2c(c1)OCO2)c1cnn2cccnc12,8,18
Cn1nnc(NC(=O)c2ccc3ccccc3c2)n1,-73,34
CC1CCCC/C1=N\NS(=O)(=O)c1ccc(Br)cc1 (stereo unspecified),-12,42
CCn1nc(-c2ccccc2)c2nc3ccccc3nc21,3,20
COCCn1c(C)cc(C(=O)COC(=O)C23CC4CC(CC(O)(C4)C2)C3)c1C,-14,21
COc1ccc(N(CC(=O)NCc2cccnc2)S(=O)(=O)c2c(C)nn(C)c2C)cc1,-192,141
CCOC(=O)N1CCC(N2C(=O)c3ccccc3C2Nc2ccccc2C)CC1 (stereo unspecified),-94,65
Cc1ccccc1N(CC(=O)NCc1ccc2c(c1)OCO2)C(=O)CCC(=O)Nc1ccccn1,-20,44
Cn1c(=O)n(Cc2ccccc2F)c(=O)c2c1nc1n2CCCN1CCc1ccccc1,-12,45
COCCn1c(SC(C)C(=O)Nc2ccc3c(c2)OCCO3)nc2ccccc2c1=O (stereo unspecified),-61,59
O=C(NCc1ccco1)C1CCCN(S(=O)(=O)c2cccc3cccnc23)C1 (stereo unspecified),2,48
C=CC(=O)N1c2ccccc2Sc2ccc(NC(=O)OCC)cc21,-29,23
CN(Cc1ccccc1)c1nc2c(c(=O)[nH]c(=O)n2C)n1Cc1ccccc1Cl,11,41
CN=Cc1c(NC)nc2c(C)cccn2c1=O,-42,56

# Among those listed so far, 15 have fluorine.
SMILES,Htt clearance,Htt clearance grain fraction
O=C1C2CCCN2C(c2ccccc2F)N1c1ccc(F)cc1 (stereo unspecified),-7,37
O=C(Cn1nnc2c(cnn2-c2ccc(F)cc2)c1=O)c1ccccc1F,-62,27
O=C(NCc1ccc(F)cc1)c1cc2sccc2n1Cc1ccc(F)cc1,47,10
O=C(Cc1c(O)c2ccccc2[nH]c1=O)NCc1ccc(F)cc1,49,10
CCOC(=O)c1nn(-c2ccc(F)cc2)c2nc(CC(C)C)c(C#N)c(=O)n12,35,12
CNC(=O)Nc1cccc(C(F)(F)F)c1,30,13
FC(F)(F)c1cc(-c2ccco2)nc(N2CCOCC2)n1,-4,20
COc1ccc2oc(C(F)(F)C(F)(F)F)cc(=O)c2c1,10,38
O=C(CN1C(=O)CCS(=O)(=O)c2ccccc21)NCc1ccc(F)cc1,-4,20
CCCNc1nc2c(c(=O)n(C)c(=O)n2C)n1Cc1ccc(F)cc1,42,24
Cn1cccc1Cc1nnc(SCC(N)=O)n1-c1ccc(F)cc1,-3,33
Cc1cc(NC(=O)CSc2cn(CCNC(=O)c3ccc(F)cc3)c3ccccc23)no1,4,37
CC1Cc2ccccc2N1Cc1nc2cc(C(F)(F)F)ccc2c(=O)[nH]1 (stereo unspecified),51,20
CN1C(=O)NC(NC(=O)c2cccs2)(C(F)(F)F)C1=O (stereo unspecified),39,19
Cn1c(=O)n(Cc2ccccc2F)c(=O)c2c1nc1n2CCCN1CCc1ccccc1,-12,45

# Bioassay records: PubChem BioAssay, Columbia University Molecular Screening Center
